phage Ecoli inh = E. coli growth loss with phage present; 360,000 tested, 0.26% active; inhibition, % at 11.9 µM; growth absorbance; in the data active means inhibition above about 11%
An asterisk follows results filed as active; & = joins results of further samples.

SMILES	phage Ecoli inh
Cc1cc(C)n2c(NC3CCCC3)c(-c3cc4ccccc4o3)nc2n1	0.9
CCCCC1CC2=C(C(=O)OC(C)(C)O2)C(c2ccc3ccccc3c2)O1 (stereo unspecified)	1.9
COC(=O)C(C(=O)OC)c1cc2c(cc1CNS(=O)(=O)c1ccc(C)cc1)OCO2	1.4
CN1CCN(c2ccc(CNC(=O)c3ccc(-c4ccc(F)c(F)c4)c4ccoc34)cc2)CC1	1.2
N#Cc1ccc(C(=O)N2CCCC(c3cc(C(=O)NCc4cccnc4)no3)C2)cc1 (stereo unspecified)	0.6
Cc1ccc(S(=O)(=O)N2C[C@H]3[C@H]4C(=O)N(C)C(=O)[C@H]4CC(=O)[C@H]3[C@@H]2c2ccccc2Cl)cc1	2.1
Cc1[nH]c2ccccc2c1C(=O)c1cc(Cc2ccccc2)sc1N	2.1
CCN(Cc1cc(OC)c(OC)c(OC)c1)S(=O)(=O)c1ccccc1Br	-1.4
COc1cc(F)ccc1Oc1cccc2c1S(=O)(=O)N(C1CC1)C[C@@H](COCc1ccccc1)O2	0.9
CC(C)c1ccc(NC(=O)C2Cc3c(-c4ccccc4Oc4ccccc4)ccnc3O2)cc1 (stereo unspecified)	7.0
CC1(C(=O)NS(=O)(=O)c2ccc(F)cc2F)CCN1C(=O)Cc1ccccc1 (stereo unspecified)	1.9
CCCC(=O)N1CCC1(C)C(=O)Nc1cc(OC)c(OC)c(OC)c1 (stereo unspecified)	1.2
CCNC(=O)C1(C)CCN(Cc2csc(-c3ccccc3)n2)C1 (stereo unspecified)	4.1
CC1(C(=O)NS(=O)(=O)c2ccccc2Cl)CCN1C(=O)Cc1cc(F)ccc1F (stereo unspecified)	-0.1
O=C1Nc2ccccc2N=C(c2ccc3c(c2)OCO3)C1N(C(=O)c1ccnc2ccccc12)c1ccccc1 (stereo unspecified)	4.4
Cn1c(=O)ccc2ccccc21	1.7
CC1(C(=O)NS(=O)(=O)C2CC2)CCCN(C(=O)c2ccccc2)C1 (stereo unspecified)	1.6
Cc1cnc(C(=O)N(c2ccccc2)C(c2ccccc2)c2nc3ccccc3[nH]2)cn1 (stereo unspecified)	0.5
O=C(NC1CCCC1)C1C(c2ccc(C(F)(F)F)cc2)=Nc2ccccc2N1C(=O)c1ccccc1 (stereo unspecified)	2.6
COc1cccc(C(=O)N2CCC[C@@H]2C(=O)N2CCC[C@H]2C(=O)NCc2ccccc2)c1	3.0

3 entries picked at random from those above:
SMILES	phage Ecoli inh
N#Cc1ccc(C(=O)N2CCCC(c3cc(C(=O)NCc4cccnc4)no3)C2)cc1 (stereo unspecified)	0.6
O=C1Nc2ccccc2N=C(c2ccc3c(c2)OCO3)C1N(C(=O)c1ccnc2ccccc12)c1ccccc1 (stereo unspecified)	4.4
O=C(NC1CCCC1)C1C(c2ccc(C(F)(F)F)cc2)=Nc2ccccc2N1C(=O)c1ccccc1 (stereo unspecified)	2.6

Reprinted from above for reference:
SMILES	phage Ecoli inh
CC1(C(=O)NS(=O)(=O)C2CC2)CCCN(C(=O)c2ccccc2)C1 (stereo unspecified)	1.6
Cc1cnc(C(=O)N(c2ccccc2)C(c2ccccc2)c2nc3ccccc3[nH]2)cn1 (stereo unspecified)	0.5
O=C(NC1CCCC1)C1C(c2ccc(C(F)(F)F)cc2)=Nc2ccccc2N1C(=O)c1ccccc1 (stereo unspecified)	2.6
COc1cccc(C(=O)N2CCC[C@@H]2C(=O)N2CCC[C@H]2C(=O)NCc2ccccc2)c1	3.0

The results go on:
SMILES	phage Ecoli inh
COCCNc1ncnc2c1ncn2[C@H]1CN(Cc2ccco2)C[C@@H](CO)O1	3.5
CCC(c1nnnn1-c1ccc2c(c1)OCCO2)N1CCN(c2ccc(C(F)(F)F)cc2[N+](=O)[O-])CC1 (stereo unspecified)	-1.6
COc1cc(CN2C[C@@H](CO)O[C@@H](n3cnc4c(NC(C)C)ncnc43)C2)cc(OC)c1OC	2.1
O=S1(=O)CC(N2CCCCC2)CN1Cc1cn(Cc2ccc(F)cc2)nn1 (stereo unspecified)	3.0
COc1ccccc1CNc1ccc2c(c1)OC[C@H](CC(C)C)NS2(=O)=O	0.7
CC(O)(c1ccc(F)c(F)c1)c1nc(-c2cccc(C(F)(F)F)c2)cs1 (stereo unspecified)	2.5
Cc1cncc(NCc2cccc(Cl)c2)n1	3.2
CC(C)C(=O)N1CCCC1(C)C(=O)NCc1ccccn1 (stereo unspecified)	6.3
O=C(C(=O)N1CCC(Cc2ccccc2)CC1)c1ccccc1	0.4&2.0
CC(C)(C)C(=O)c1c(N)[nH]c(C(=O)c2ccccc2)c1-c1ccc(F)cc1	4.5
CC(=O)N(Cc1ccccc1)c1nccs1	6.0
NC(=O)c1cccc(-c2coc3c(C(=O)NCc4cccnc4)cccc23)c1	1.7
COC(=O)/C=C1\OC(c2ccccc2)c2ccccc21 (stereo unspecified)	3.3
O=C(Nc1ccc2c(c1)OCO2)C1Cc2c(-c3cccnc3)ccnc2O1 (stereo unspecified)	4.1
CCOC(=O)[C@]12CCC=C1N(CCC1=CCCCC1)C(=O)[C@H](CC(=O)NCCCOC)C2	0.5
CC(=O)c1cccc(-c2ccnc3c2CC(C(=O)Nc2cccc(N(C)C)c2)O3)c1 (stereo unspecified)	2.5
C[C@H](CO)N1C[C@H](C)[C@@H](CN(C)C(=O)Cc2ccccc2)OCc2cn(nn2)CCCC1=O	3.3
CC1=C(C(=O)N(C(C)C)C(C)C)CC(CC(=O)NC2CC2)C(=O)N1CCC1=CCCCC1 (stereo unspecified)	2.4
O=C(Nc1ccccc1Cl)c1cc(C2CCCCN2C(=O)C2CCCCC2)on1 (stereo unspecified)	3.0
O=C(COc1ccc(CNC[C@H]2O[C@@H](n3ccc(=O)[nH]c3=O)[C@H](O)[C@@H]2O)cc1)Nc1nccs1	3.4

Laid out differently: results already given.
| compound | phage Ecoli inh |
| --- | --- |
| CC(C)(C)C(=O)c1c(N)[nH]c(C(=O)c2ccccc2)c1-c1ccc(F)cc1 | 4.5 |
| CC(=O)N(Cc1ccccc1)c1nccs1 | 6.0 |
| NC(=O)c1cccc(-c2coc3c(C(=O)NCc4cccnc4)cccc23)c1 | 1.7 |

Continuation:
SMILES	phage Ecoli inh
CC(C)Oc1ccc(CN2CCC2(C)C(=O)Nc2cccc(Oc3ccccc3)c2)cc1 (stereo unspecified)	-1.6
Cc1cccc(C)c1NC(=O)C1c2ccccc2OCC(=O)N1Cc1ccccc1 (stereo unspecified)	1.4
COc1ccc(Cl)cc1-c1cc(C(=O)NCc2cccs2)[nH]n1	0.2
CCCCN(C=O)c1c(CC)nc2ccc(C(=O)NCc3cccs3)cn12	2.2
CCCCCCCCN1C(=O)[C@H](CC(=O)N2CCSCC2)C[C@@]2(C(=O)OC)CC(C)(C)CC=C12	1.8
COc1cccc(C(NC(C)=O)c2nc(-c3ccc(OC)nc3)cs2)c1 (stereo unspecified)	1.8
CN1OC[C@@H]2CN(S(=O)(=O)c3cccc(C(F)(F)F)c3)[C@H](c3ccc(N4CCCCC4)cc3)C[C@@H]21	2.5
COc1cccc(C(NC(C)=O)c2nc(-c3ccncc3)cs2)c1 (stereo unspecified)	-0.1
COc1cc(CC(=O)N2c3ccccc3N=C(c3ccccc3)C2C(=O)NCc2ccccc2)cc(OC)c1 (stereo unspecified)	2.1
O=C(c1ccco1)N1CCN(C2CN(Cc3ccccc3)S(=O)(=O)C2)CC1 (stereo unspecified)	2.3
CCOC(=O)C1=CCC(c2ccccc2Cl)N(S(=O)(=O)c2ccc(C)cc2)C1 (stereo unspecified)	2.8
Cc1noc(C)c1-c1ccc(C(=O)N2CCN(C)CC2)c2occc12	2.5
COc1ccccc1CCC(=O)Nc1ccc2c(c1)c(=O)n(C)n2-c1cccs1	2.2
COc1ccc(CNC(=O)c2sc(=O)n(Cc3cc(C(C)=O)ccc3OC)c2C)cc1	2.9
CC1=C(C(=O)N2CCOCC2)CC(CC(=O)NCCCN(C)C)C(=O)N1Cc1ccc(C(C)(C)C)cc1 (stereo unspecified)	3.8
COc1ccc(OC)c(CNS(=O)(=O)c2ccccc2Br)c1	0.7
COc1ccc(OC)c(NC(=O)C2(C)CCN2Cc2ccccc2OC(F)F)c1 (stereo unspecified)	0.5
COc1cccc(OC)c1NC(=O)c1ccc(-c2cc(Cl)ccc2Cl)o1	2.4
Nc1nc2ncccn2c1-c1ccc(F)cc1	0.9
COc1ccc(CNC(=O)Nc2nc(C(N)Cc3ccc(C(F)(F)F)cc3)cs2)cc1 (stereo unspecified)	7.7
CN(C)C(=O)c1cccc(-c2cnc3c(NC=O)cc(-c4ccc(F)cc4)cn23)c1	2.2
COC(=O)[C@]12C[C@H](CC(=O)NCCCCc3ccccc3)C(=O)N(CCC3=CCCCC3)C1=C[C@H](COCc1ccccc1)O[C@@H]2C	0.5
C(=C\c1ccccc1)/CN1CCN(C(c2cc3ccccc3o2)c2nnnn2C2CCCCC2)CC1 (stereo unspecified)	2.2
COc1ccc(OC)c(NC(=O)c2cc(-c3cc(F)ccc3OCC3CCCO3)n[nH]2)c1 (stereo unspecified)	0.8
O=C(Nc1ccc2c(c1)OCO2)c1csc([C@@H]2O[C@H](CO)[C@H](O)[C@H](O)[C@H]2O)n1	0.0
CCOC1=C2[C@H](c3ccc(Cl)cc3)N(S(=O)(=O)c3ccc(C)cc3)C[C@H]2n2c(=O)n(-c3ccccc3)c(=O)n2C1	1.6
C=CCNc1nc(Nc2ccc(OC)c(OC)c2)c2sc(-c3ccccc3)cc2n1	1.5
OC(c1cc(F)cc(Cl)c1)c1ncc(-c2ccccc2C(F)(F)F)[nH]1 (stereo unspecified)	4.1
CCCCN1C(=O)C(CC(=O)NCc2ccco2)CC(C(=O)N2CCCCCC2)=C1C (stereo unspecified)	3.8
N#Cc1cccc(NC(=O)c2cc(C3CCCCN3C(=O)CCCc3ccccc3)on2)c1 (stereo unspecified)	4.1
CC1(c2nc3ccccc3[nH]2)CCC(=O)N1Cc1ccccn1 (stereo unspecified)	3.7
COC(=O)[C@@]1(Cc2ccc(F)cc2)[C@H]2c3cc(C(=O)N(C)C)n(CCN4CCOCC4)c3C[C@H]2CN1C(=O)c1ccccc1	-1.4
COCCN1C(=O)CSCC1(C)C(=O)Nc1ccc2c(c1)OCCO2 (stereo unspecified)	1.2
COc1ccccc1Cc1c(-c2ccc(Cl)cc2)nc2c(Cl)cc(C(F)(F)F)cn12	2.4
COc1ccc(NC(=O)c2cc(C3CCCCN3C(=O)OCCF)on2)c(C)c1 (stereo unspecified)	2.3
Cc1cnc(C)c(Nc2nc(C(N)Cc3ccc(Cl)cc3)cs2)n1 (stereo unspecified)	-4.1
COc1cccc(Nc2nc(C(N)c3ccccc3Cl)cs2)n1 (stereo unspecified)	-6.1
CC(=O)NC(C)(c1ccccc1)c1nc(-c2ccncc2)cs1 (stereo unspecified)	2.3
CC(=O)N1CCN(C(=O)c2[nH]c(C(F)(F)F)nc2-c2ccccc2)CC1	1.5
Cc1ccccc1S(=O)(=O)N1C(c2ccc(Cl)c(Cl)c2)CC=C(C(=O)O)C1c1cccc(Br)c1 (stereo unspecified)	5.7

In a second layout: entries from further up
smiles | phage Ecoli inh
CC1(c2nc3ccccc3[nH]2)CCC(=O)N1Cc1ccccn1 (stereo unspecified) | 3.7
COC(=O)[C@]12C[C@H](CC(=O)NCCCCc3ccccc3)C(=O)N(CCC3=CCCCC3)C1=C[C@H](COCc1ccccc1)O[C@@H]2C | 0.5
C=CCNc1nc(Nc2ccc(OC)c(OC)c2)c2sc(-c3ccccc3)cc2n1 | 1.5

Next section.
SMILES	phage Ecoli inh
CC(C)NC(=O)C1(C)CCN1C(=O)c1ccc2c(c1)OCO2 (stereo unspecified)	1.5
COc1ccc(C(C)C)cc1-c1cccc2nncn12	-1.0
CCNC(=O)C1(C)CCN(Cc2cccc(Oc3ccccc3)c2)C1 (stereo unspecified)	3.0
CC(C)NC(=O)C1(C)CCCCN1Cc1ccc(OCc2ccccc2)cc1 (stereo unspecified)	0.9
CCOC(=O)N(C)c1c(CC)nc2c(OCc3ccccc3OC)cccn12	-0.6
CCOC(=O)c1cnc2c(N=Nc3cccc(Cl)c3)c(N)nn2c1N	0.9
O=C(NCc1ccco1)c1cccc2c(-c3ccc(F)c(F)c3)coc12	0.6
CC(=O)Nc1cc(-c2ccccc2N(C)C)cn2c(-c3ccc(F)c(Cl)c3)cnc12	1.7
COc1ccc(N2C(=O)c3ccccc3NC(=O)C2C(=O)Nc2ccc(N3CCOCC3)cc2)cc1 (stereo unspecified)	1.4
c1coc(-c2cc3nc(NC4CCCCC4)ccn3n2)c1	-0.9
COC(=O)c1cc2c(c3c4ccccc4n(S(=O)(=O)c4ccccc4)c13)C(=O)N(Cc1ccco1)C2	3.8
CC1(C(=O)Nc2ccc(F)cc2F)CCN1C(=O)Cc1ccccc1 (stereo unspecified)	2.2
COc1cccc(NC(=O)Nc2nnc([C@@H]3C[C@H](O)[C@@H](CO)O3)s2)c1	2.2
C[C@H]1CN([C@@H](C)CO)C(=O)CCCn2cc(nn2)CO[C@@H]1CN(C)C(=O)OCc1ccccc1	2.0
Cc1cccc(C)c1NC(=S)NC(=O)c1cccc(Cl)c1	1.7
O=C(CC[C@H]1O[C@@H](n2cnc3c(NC(=O)c4ccccc4)ncnc32)[C@H](O)[C@@H]1O)N[C@@H](CO)c1ccccc1	2.1
CN(C)CCCNc1nc2cc(-c3cncnc3)sc2c(=O)n1C	3.1
COc1ccc([C@H]2C[C@@H](O)C[C@@H](CCn3cc(-c4ccccc4)nn3)O2)cc1	2.3
CCCCOCCCNC(=O)C[C@H]1C[C@@]2(C(=O)OC)C(=C[C@H](C(C)C)O[C@@H]2C2CC2)N(Cc2ccccc2)C1=O	2.1
COc1ccccc1C(=O)N1CCC2CCNC2C1 (stereo unspecified)	4.2
COC(=O)[C@@]12C[C@@H](CC(=O)N3CCOCC3)C(=O)N(Cc3ccc4c(c3)OCO4)C1=CCC(C)(C)C2	1.7
CC1(C(=O)O)CCCN(C(=O)c2ccc(F)cc2Cl)C1 (stereo unspecified)	2.2
COc1c2c(c(OC)c3ccccc13)[C@]1(OC2)O[C@H](CCO)C[C@H](O)[C@H]1O	1.9
O=C(c1cc(Cl)cc(Cl)c1)N1CCC(=O)N([C@H](COCc2ccccc2)Cc2ccccc2)CC1	0.2
COc1ccc(NC(=O)c2cc(-c3cc(F)ccc3OC)n[nH]2)cn1	1.2

This is a subset; the hit share may differ from the screen's.
